esBAF inh = SWI/SNF esBAF complex inhibition; mouse ES cells, Bmi1-luciferase knock-in reporter, 24 h; 100% = twice the neutral-well signal; reporter increase, % at 12.5 µM; 350,000 tested, 2% active; AID 602393; in the data active means activation above about 40%;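 further: 0% = median of the plate's neutral control wells and 100% = double that signal; a rise in the Bmi1 reporter signal indicates esBAF inhibition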
ERp5 inh = blocks human ERp5 reductase activity on insulin; Q15084; ERp5 insulin aggregation, absorbance 650 nm, 90 min; inhibition, % at 9.99 µM; 350,000 tested, 0.05% active; AID 651711;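 active means mean replicate inhibition above about 25%, with every replicate also reaching it, limit read from the data, passing the limit was not always enough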
Target sequence (Q15084 whole entry, looked up): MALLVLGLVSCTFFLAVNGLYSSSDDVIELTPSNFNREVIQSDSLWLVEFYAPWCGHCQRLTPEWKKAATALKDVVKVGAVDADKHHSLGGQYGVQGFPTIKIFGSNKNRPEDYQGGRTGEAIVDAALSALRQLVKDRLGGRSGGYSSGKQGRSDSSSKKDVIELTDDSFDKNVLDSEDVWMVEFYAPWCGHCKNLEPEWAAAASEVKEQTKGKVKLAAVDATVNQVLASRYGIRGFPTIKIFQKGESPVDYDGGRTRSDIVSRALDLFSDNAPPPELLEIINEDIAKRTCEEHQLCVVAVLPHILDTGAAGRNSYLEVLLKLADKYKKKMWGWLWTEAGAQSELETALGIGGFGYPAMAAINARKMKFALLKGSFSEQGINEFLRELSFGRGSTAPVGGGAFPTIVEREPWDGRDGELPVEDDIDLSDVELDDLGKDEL
SIRT5 inh = sirtuin-5 (human) deacylase inhibition | Q9NXA8 | Purified SirT5, succinyl-peptide AMC, trypsin-coupled fluorescence | inhibition, % at 15 µM | 330,000 tested, 1.1% active | AID 652115; in the data active means inhibition above about 15%
Target sequence (Q9NXA8 whole entry, looked up): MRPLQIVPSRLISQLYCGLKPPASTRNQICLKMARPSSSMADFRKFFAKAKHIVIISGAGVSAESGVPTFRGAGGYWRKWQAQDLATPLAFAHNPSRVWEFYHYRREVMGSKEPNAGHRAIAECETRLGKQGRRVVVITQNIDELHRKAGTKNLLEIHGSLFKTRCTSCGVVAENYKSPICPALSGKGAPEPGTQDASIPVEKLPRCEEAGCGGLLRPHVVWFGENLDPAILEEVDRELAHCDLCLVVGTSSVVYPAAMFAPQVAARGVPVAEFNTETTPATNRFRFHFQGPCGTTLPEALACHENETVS
C2C12 statin = protects C2C12 myotubes from simvastatin toxicity. ATP luminescence, 48 h; scaled: DMSO 0, geranylgeraniol control 100. rescue of ATP level, % at 7.49 µM. AID 602340. 330,000 tested, 0.78% active;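 active means mean ATP rescue above about 67%, or every replicate alone reaching that limit, limit read from the data, passing the limit was not always enough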;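 further: myotubes were challenged with 10 µM simvastatin during compound exposure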
ARNT TACC3 PPI = disrupts binding between human ARNT and TACC3; 390,000 tested, 0.66% active; AlphaScreen His-ARNT PAS-B/GST-TACC3 binding, luminescence; TACC3 fragment carries E629A point mutation; inhibition, % at 9.99 µM; Q9Y6A5;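 active means mean inhibition of replicates at least 50% and at least half of replicates each reaching 50%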;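 further: 0% = complete ARNT plus TACC3 wells and 100% = ARNT alone without TACC3; many hits fall short of the cut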
miR122 inh = miR-122 inhibition in Huh7 cells | Huh7 miR-122 Renilla luciferase sensor, 48 h; neutral wells = 0, positive control = 100 | 340,000 tested, 0.3% active | activation (reporter increase), % at 12.5 µM;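 active means mean replicate activation score at least 90 and every replicate individually at or above 90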;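 further: higher luciferase means less miR-122 activity so hits act as miR-122 inhibitors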
Cneo AK release = causes C. neoformans cell lysis; adenylate kinase release luminescence, 4 h; normalised: neutral wells 0, clomiphene wells 100; lysis activity, % at 15 µM; 360,000 tested, 0.2% active;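 active means mean lysis activity across replicates of at least 80%, whatever share of replicates individually reach that level; inactive means mean lysis activity below 80%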
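Assay system: C. neoformans cells. Amount: yeast cell density of 5 × 10^6 cells/mL. Technique: AK luminescence. Buffer or medium: YPD. Times: static 4 h at 37 °C with compound, 1 h detection. Dosing: single-point compound dose. Read-out: lysis from increased AK signal.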
* marks the source's active call; other numbers are inactive results; nt = not tested or not shown; & = joins results of further samples; [ ] = dose if it differs, or a comment. A portion of the library; rates above refer to the full screens.

SMILES	esBAF inh	ERp5 inh	SIRT5 inh	C2C12 statin	ARNT TACC3 PPI	miR122 inh	Cneo AK release
COC(=O)C1=C(c2ccc3ccccc3c2)C[C@@H]2CC[C@H]1N2C(=O)NCc1ccc(F)cc1	-8.0	-3.7	-3.9	0.3	nt	nt	0.2
O=C(Cc1c(Cl)cccc1Cl)N1CCN(Cc2ccccc2)CC1	-7.6	-1.0	-0.4	6.2	-9.4	-1.9	0.3
COc1cc(/C=C(/C)[N+](=O)[O-])ccc1OCc1ccccc1Cl	-8.4	nt	nt	-0.3	nt	-29.3	-6.9
CCN1[C@@H]2c3ccc(-c4cccc(OC)c4)c(=O)n3C[C@H]1[C@H](CO)[C@H]2C(=O)OC	3.8	4.2	-4.9	-18.0	-0.3	3.1[16.7 µM]	-1.8
COC(=O)C(O)(c1cn(C)c2ccccc12)C(F)(F)F (stereo not given)	-8.6	nt	nt	10.5	-34.8	19.9	1.1
Cc1cc(OCc2nn[nH]n2)c2c3c(c(=O)oc2c1)CCC3	10.2	nt	nt	19.9	-1.5	-6.6	3.3
C[C@H](NC(=O)N1C[C@H]2C[C@@H](C1)c1cccc(=O)n1C2)C(=O)Nc1ccccc1F	4.7	4.0	nt	7.4	nt	3.7	-5.4
CN1CCN(c2ccc(NC(=O)Oc3ccccc3)cc2)CC1	-0.9	nt	nt	5.8	13.1	6.7	-8.5
COC(=O)C1=C(c2ccc(F)cc2F)C[C@@H]2CC[C@H]1N2C(=O)N1CCCC1	-3.8	2.3	-2.0	-1.3	-3.5	3.5	3.5
CN(C)CC#Cc1ccc([C@@H]2[C@H]3CN(C(=O)Cc4ccccn4)CCCCN3[C@H]2CO)cc1	nt	-1.0	0.7	nt	4.6	5.7[16.7 µM]	0.3
c1cncc(CNCCc2c[nH]c3ccccc23)c1	-1.8	1.0	2.8	-1.2	0.6	-2.4	-0.6
COC(=O)C1=C(c2c(C)noc2C)C[C@@H]2CC[C@H]1N2C(=O)NCCOc1ccccc1	-6.2	1.1	nt	18.3	-4.4	-6.5	-1.5
CCOC(=O)C(O)(c1ccc(N=c2ccccn2C)cc1)C(F)(F)F (stereo not given)	nt	2.0	-0.5	nt	4.7	nt	nt
CN1CCC2(CC1)C(C#N)=C(N)NC(S)=C2C#N	nt	1.2&1.2	-0.5&-0.3	nt	-11.8&6.1	nt	-0.9
CN1C(=O)N(C)C(=O)C(NS(=O)(=O)c2ccc(N)cc2)(c2ccccc2)C1=O	nt	0.4	3.9	nt	3.6	nt	nt
O=C1CN(C(=O)COC(=O)Cc2ccccc2)c2ccccc2N1	nt	-0.2	0.1	nt	-15.7	nt	nt
C[C@]1(O)CC[C@H]2[C@@H]3CCC4=CC(=O)CC[C@]4(C)[C@@]3(F)[C@@H](O)C[C@@]21C	-3.4	11.0	nt	4.2	0.8	-2.5	-2.3
Brc1ccc2c(c1)-n1nncc1CN(CC1CCCCC1)C2	5.6	0.7	-0.6	-1.8	nt	-4.7	-0.4
N#Cc1ccccc1OCC(=O)N1CCN(CC(=O)Nc2ccc(F)cc2)CC1	-3.2	-4.1	-0.8	10.0	-0.1	-1.6	1.6
CCOc1cc2c(cc1OCC)-n1cccc1C(c1ccc(OC(F)F)cc1)NC2 (stereo not given)	-1.7	4.8	-5.7	5.7	4.5	-12.6	2.7
Nc1ccc2ccc3cccc[n+]3c2c1	23.6	2.4	0.7	-15.8	-3.9	nt	2.5
Cc1ccc(OCC(=O)N2CCN(Cc3ccc4c(c3)OCO4)CC2)cc1	nt	4.0	-7.4	nt	-5.2	nt	nt
CCS(=O)(=O)NCc1nnc2n1-c1ccc(Br)cc1C(c1ccccc1Cl)=NC2	-5.6	-1.3	-1.1	14.4	-1.4	-4.4	0.5
COc1ccccc1C(=O)Nc1ccc2c(c1)CC1(C(=O)N(C)C(=O)N(C)C1=O)C1CCCN21 (stereo not given)	8.6	2.9	-1.8	1.9	0.6	13.9	-0.8
COC(=O)[C@@H]1[C@@H](CO)[C@@H]2Cn3c(ccc(-c4ccccc4)c3=O)[C@H]1N2CC1CCOCC1	-0.4	0.9	-2.3	4.4	-6.7	-0.9[16.7 µM]	1.3
Cc1c(C(c2ccc(O)cc2)c2c(O)c3ccccc3oc2=O)c(=O)n(-c2ccccc2)n1C (stereo not given)	nt	2.3	1.7	nt	-4.0	nt	nt
N#C/C=C/C#N	-4.8	-0.5	nt	-2.0	nt	-5.7	4.9
Cn1c(=O)[nH]c2nncnc2c1=O	nt	-6.5	2.0	nt	34.0	nt	nt
CC(=O)C1CCC2C3C(N4CC4)CC4=CC(=O)CCC4(C)C3CCC12C (stereo not given)	nt	5.4	-9.6	nt	1.8	nt	nt
COc1ccc(NC2=NCCCS2)cc1OC	-8.4	-0.8	1.2	-5.2	-4.7	-6.4	-1.7
CC1=CC(=C2C(=O)NC(=O)NC2=O)C=C(C(F)(F)F)N1C(C)C	-3.8	nt	nt	-3.2	-4.2	-4.7	-2.4
Cc1ccc(-c2nc3ccc(C)cn3c2CC(=O)N(C)C)cc1	1.2	4.6	-8.2	11.5	4.2	-1.4	-1.2
Cc1ccccc1C(=O)N1Cc2ccccc2-n2nncc2C1	-4.6	0.8	2.1	9.2	nt	-2.7	-1.7
Fc1ccc(N2CCN(Cc3ccc4c(c3)OCO4)CC2)cc1	-4.6	nt	nt	32.5	2.4	-1.0	6.4
CCOC(=O)C1SC2(C(F)F)CC1(O)c1c(c(OC)c3occc3c1OC)O2 (stereo not given)	-6.2	nt	nt	-12.9	-1.5	-1.7	-1.4
Cc1nn(Cc2ccccc2)c(C)c1C(=O)O	-2.4	-3.5	0.9	5.8	-2.5	-3.2	0.0
O=C(N1CCCCCC1)N1CC1	-6.4	1.2	4.0	7.7	23.7	-4.8	-1.5
O=C(Cn1nc(-c2ccc(Cl)cc2)ccc1=O)N1CCC2(CC1)OCCO2	nt	-6.0	-2.3	nt	2.8	0.7	0.4
CCN(C(=O)COC(=O)C(O)(c1ccccc1)c1ccccc1)c1c(N)n(Cc2ccccc2)c(=O)[nH]c1=O	-5.3	-6.6	-2.8	8.8	-6.0	-6.3	nt
COC(=O)c1ccccc1OP(=O)(c1cccc([N+](=O)[O-])c1)c1cccc([N+](=O)[O-])c1	nt	-3.0	4.2	nt	-3.4	nt	nt
Cn1c(O)c(C2=NNC(c3ccc(Cl)cc3)C2)c(=O)n(C)c1=O (stereo not given)	nt	-2.2	-5.9	nt	6.9	7.4	-0.7
C=C1C(C)C2C(Cc3ccccc3)NC(=O)C23C(OC(C)=O)C=CC(C)(O)CC(C)CC=CC3C1O (stereo not given)	nt	-9.5	-3.6	nt	13.2	76.6	nt
Cn1cc(C=C2C(=O)NC(=O)NC2=O)c2ccccc21	-5.6	3.2	-1.0	14.3	-3.9	nt	-1.3
O=C(NC[P+](=O)O)OCc1ccccc1	-7.7	nt	nt	1.0	-9.8	-1.1	-0.5
CN1CCN(Cc2cn(C)c3ccccc23)CC1CCO (stereo not given)	-5.1	2.7	-13.5	3.5	-6.5	nt	-3.1
COC(=O)C1=C(c2ccccc2OCc2ccccc2)C[C@@H]2CC[C@H]1N2C(=O)NCc1ccc(C(F)(F)F)cc1	-6.1	-2.0	nt	-24.4	2.8	9.4	-0.5
CCC1(O)CCC2C3CCC4=CC(=O)CCC4C3CCC21CC (stereo not given)	-2.4	-2.2	nt	5.4	1.7	-9.3	-0.6
COC(=O)C1=C(c2ccc(F)cc2OCc2ccccc2)C[C@@H]2CC[C@H]1N2C(=O)N1CCOCC1	-2.7	7.7	-1.9	-6.2	-9.7	-9.0	-3.2
Cc1ccc(S(=O)(=O)N(C)C/N=C(\N)N[N+](=O)[O-])cc1	nt	5.6	-6.9	nt	nt	9.7	nt
O=C(Cc1ccccc1)N1CCN(Cc2cccc(Cl)c2)CC1	-7.4	3.6	-4.1	0.1	-5.4	1.4	2.5
COC(=O)C1=C(c2cc3ccccc3s2)C[C@@H]2CC[C@H]1N2C(=O)NCc1ccc(C(F)(F)F)cc1	8.8	-1.3	-0.5	-0.5	nt	nt	5.2
COc1cccc(C(=O)C2CCCN(Cc3ccon3)C2)c1 (stereo not given)	nt	4.3	-6.7	nt	-0.1	nt	nt
O=C1NC(=O)N(CCC2=CCCCC2)C(=O)/C1=C/c1cccs1	nt	6.6	-0.9	nt	nt	3.6	-1.6
C=CCN1CC[C@]23c4c5ccc(O)c4OC2[C@H](O)CC[C@@]3(O)[C@H]1C5 (stereo not given in full)	7.0	-6.1	nt	-1.9	1.1	19.8	0.1
O=Cc1c(C(=O)O)n(Cc2ccc(F)cc2Cl)c2ccccc12	-8.3	3.3	-7.6	-3.0	-7.8	16.7	0.3
Cc1ccc(CNC2=NCCS2)cc1	nt	1.9	-1.1	nt	-5.7	nt	nt
Cn1c(O)c(/C=N/c2ccccn2)c(=O)n(C)c1=O	-2.1	-6.5	3.2	-4.5	-0.3	-0.1	-0.2
COC(=O)Nc1ccc(N=C(N)N[N+](=O)[O-])cc1	nt	12.7	3.5	nt	-5.2	1.4	nt
Cc1ccc(-c2nc3ccccc3c(=O)n2-c2cccc(C)n2)cc1	nt	1.9	-0.4	nt	nt	2.8	nt
CCOC(=O)c1nc2ccccc2c(=O)n1-c1cccc(C)c1	-2.7	nt	nt	-13.0	-16.7	-4.4	1.1

2 entries drawn at random from those above:
SMILES	esBAF inh	ERp5 inh	SIRT5 inh	C2C12 statin	ARNT TACC3 PPI	miR122 inh	Cneo AK release
CCN(C(=O)COC(=O)C(O)(c1ccccc1)c1ccccc1)c1c(N)n(Cc2ccccc2)c(=O)[nH]c1=O	-5.3	-6.6	-2.8	8.8	-6.0	-6.3	nt
CN1CCN(Cc2cn(C)c3ccccc23)CC1CCO (stereo not given)	-5.1	2.7	-13.5	3.5	-6.5	nt	-3.1

Among those listed so far, these contain a COOH group.
SMILES	esBAF inh	ERp5 inh	SIRT5 inh	C2C12 statin	ARNT TACC3 PPI	miR122 inh	Cneo AK release
Cc1nn(Cc2ccccc2)c(C)c1C(=O)O	-2.4	-3.5	0.9	5.8	-2.5	-3.2	0.0
O=Cc1c(C(=O)O)n(Cc2ccc(F)cc2Cl)c2ccccc12	-8.3	3.3	-7.6	-3.0	-7.8	16.7	0.3

Further records:
SMILES	esBAF inh	ERp5 inh	SIRT5 inh	C2C12 statin	ARNT TACC3 PPI	miR122 inh	Cneo AK release
O=C(Cc1ccccc1)N1CCN(Cc2cccnc2)CC1	-3.0	nt	nt	-12.6	-3.3	-1.3	0.6
CN(C)C(=O)Oc1ccc(OCc2nc3ccccc3[nH]2)cc1	nt	0.1	-4.7	nt	5.9	nt	nt
O=C(Cn1ncc2ccsc2c1=O)N1CCC2(CC1)OCCO2	-0.4	4.7	-1.0	nt	2.5	-2.4	4.2
O=C(CCN1C(=O)COc2ccccc21)N1CCC2(CC1)OCCO2	6.8	nt	nt	17.1	-6.8	-6.9	2.7
Clc1ccc(CCNCc2ccncc2)c(Cl)c1	0.3	7.3	-5.8	4.1	-6.6	-0.6	-2.0
Cc1ccccc1NC(=O)COC(=O)c1cc(C)n(C2CC2)c1C	-0.7	3.8	-0.2	7.5	-2.1	-9.5	2.1
CC(C)CC12CN3CCN(CC(C3)/C1=N/O)C2	0.5	nt	nt	-43.2	-1.9	-1.3	-1.0
N#Cc1ccc(NC(=O)CN2C(=O)NC3(CCCC3)C2=O)cc1Cl	-7.4	3.7	-2.9	-25.7	8.5	-1.6	-1.1
O=C(Nc1ccc2ccccc2c1)c1nn(C23CC4CC(CC(C4)C2)C3)cc1Br	-11.3	nt	nt	-83.6	2.9	6.2	0.0
O=C1NC(=O)C2(Cc3ccccc3N3CCCC32)C(=O)N1 (stereo not given)	-1.2	nt	nt	-7.4	-4.0	nt	-0.2
COC(COC(N)=O)C1=C(N2CC2)C(=O)C(C)=C(N2CC2)C1=O (stereo not given)	nt	0.5	-9.6	nt	4.4	-4.8	nt
Cn1c(=O)cc(SCC(=O)N2CCC3(CC2)OCCO3)c2ccccc21	-5.5	nt	nt	14.3	-6.6	1.3	2.3
COc1cccc(NC(=O)CN2CC(c3ccccc3)CC2=O)c1 (stereo not given)	4.7	0.9	1.2	-3.1	nt	4.3	3.6
C/C(=N\Nc1cccc2ccccc12)c1c(O)n(Cc2ccccc2)c(=O)[nH]c1=O	nt	nt	nt	nt	-10.0	6.1	-5.9

Screening results: PubChem BioAssay, Broad Institute
